From PubChem
RGS4 inh: Inhibitors of Regulator of G Protein Signaling (RGS) 4: qHTS | Potency, µM (series often up to 114 µM), for inactives: top-dose activity change, negative = inhibition, usual class: inhibitors | 390,000 compounds, 0.039% hits | Regulator of G-protein signaling 4 (Homo sapiens), P49798 | Transcreener GDP fluorescence polarization, RGS4-accelerated GTP hydrolysis; also: potency is read from the fitted curve at half-maximal effect; % is scaled to controls: 0 for no effect and ±100 for the full control effect; nearly all actives have a fitted effect of over 75% in size; some results filed as inactive show a strong effect at the top dose
Target sequence (P49798 whole entry, looked up): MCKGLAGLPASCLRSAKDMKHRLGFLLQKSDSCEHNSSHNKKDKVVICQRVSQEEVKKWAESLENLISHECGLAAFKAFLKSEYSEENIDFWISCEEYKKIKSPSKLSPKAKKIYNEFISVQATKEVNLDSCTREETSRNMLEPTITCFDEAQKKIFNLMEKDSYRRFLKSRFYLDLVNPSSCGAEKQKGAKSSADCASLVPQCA
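MLSMR compounds (23 nl, pin-transferred) preincubated 10 min at room temperature with a 500nM (2x) first reagent, then RGS4 at 900nM (2x) plus Transcreener GDP mix added; fluorescence polarization (620/688 nm) read before and after 90 min at 30 °C.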
ERG-DNA inh: qHTS for Small Molecule Inhibitors of the ERG Ets/DNA interaction; Transcriptional regulator ERG (Homo sapiens), P11308; fluorescence polarization, His-ERG Ets domain / labelled DNA; Potency, µM (doses to about 76.9 µM), for the others: top-dose FP activity, negative = inhibition, usual class: inhibitors; 370,000 compounds, 0.028% hits; AID 624246, 2012; active = well fitted inhibition curve with a large enough effect in the polarisation, with a control signal flat; inconclusive = small, poorly fitted or top-dose-only effect, or effect the other way, or a change in a side signal; inactive = no such curve, though single readings can be large or run the other way; the % refers to the polarisation;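 also: polarization taken with two DNA probes labelled with fluorescein and Texas red; potency is read from the fitted curve at half-maximal effect; % of control where 0% means no effect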
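His-tagged ERG Ets domain (1 uM in the protein solution; 300mM KCl, 50mM Tris-HCl, 1mM EDTA, 1mM DTT, pH 7.5) received compound, then a probe mix of 5 nM fluorescein-DNA and 100nM Texas-615-DNA. Fluorescence polarization was read for both dyes.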
POLB inh: qHTS Assay for Inhibitors of DNA Polymerase Beta; P06746; 340,000 compounds, 1.3% hits; Pol beta primer extension/strand displacement, fluorescence kinetic; AID 485314, 2010; Potency, µM (series often up to 114 µM), inactives show at the top dose activity change, negative = inhibition, hits mostly inhibitors; also: potency is read from the fitted curve at half-maximal effect; % is scaled to controls: 0 for no effect and ±100 for the full control effect
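Preincubation: enzyme (10 nM) with compound, 15 min, RT. Reaction: substrate added to 50 nM final. Reads: 0 and 10 min. Analysis: normalized, Hill fit.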
Pol kappa inh: qHTS for Inhibitors of Polymerase Kappa; DNA polymerase kappa (Homo sapiens), Q9UBT6; purified Pol kappa, fluorescent DNA synthesis assay, 10 min; Potency, µM (series often up to 107 µM), without a hit: at the highest dose activity, negative = inhibition, most hits filed as inhibitors; 400,000 compounds, 0.53% hits; AID 588579, 2011; also: potency is read from the fitted curve at half-maximal effect; % is scaled to controls: 0 for no effect and ±100 for the full control effect
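10 nM Pol kappa was preincubated with compounds for 15 min at room temperature. Reaction started with 50 nM (final) substrate. Fluorescence read kinetically at 0 and 10 min.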
Anesthetic bind: qHTS Assay for Identification of Novel General Anesthetics | Ferritin light chain (Equus caballus), P02791 | apoferritin/1-aminoanthracene competitive binding, fluorescence | Potency, µM (titrated, usually from 77.5 µM), inactives show at the highest dose activity change, negative = displacement, hits mostly inhibitors | 350,000 compounds, 0.074% hits | AID 485281, 2010; also: potency is read from the fitted curve at half-maximal effect; % is scaled to controls: 0 for no effect and ±100 for the full control effect; nearly all actives have a fitted effect of over 20% in size
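Concentration-response curves derived by four-parameter Hill fitting of normalized fluorescence, where compounds displaced 1-AMA from 10 uM horse apoferritin following a brief 10 min room-temperature incubation; propofol titration acted as positive control.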
APE1 inh: qHTS Assay for Inhibitors of the Human Apurinic/apyrimidinic Endonuclease 1 (APE1) | Potency, µM (titrated, usually from 65.8 µM), inactives show at the highest dose activity change, negative = inhibition, actives largely listed as inhibitors | recombinant APE1, TAMRA/BHQ-2 abasic DNA cleavage fluorescence | DNA repair nuclease/redox regulator APEX1 (Homo sapiens), P27695 | 350,000 compounds, 0.35% hits;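 also: potency is read from the fitted curve at half-maximal effect; plate controls were vehicle for no effect and reference inhibitor for full effect; nearly all actives have a fitted effect of over 55% in size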
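Incision of a quenched TAMRA/BHQ-2 THF abasic-site duplex (50 nM) by 0.75 nM APE1, after 15 min compound preincubation, measured as fluorescence increase over three 60 s reads. Values normalized to buffer, DMSO and NSC13755 control wells.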
ALOX12 inh: Primary qHTS assay for inhibitors of human arachidonate 12S-lipoxygenase (ALOX12): Round 2 | purified 12hLO, xylenol orange hydroperoxide absorbance | Potency, µM (titrated, usually from 108 µM), for inactives: at the highest dose activity change, negative = inhibition, hits mostly inhibitors | 580,000 compounds, 1.1% hits | AID 1671190, 2021; also: potency is read from the fitted curve at half-maximal effect; % is scaled to controls: 0 for no effect and ±100 for the full control effect
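Purified human 12hLO (150 nM final) in 25 mM Hepes, 0.01% Triton X-100, pH 7.0 was preincubated 15 min at room temperature with compound. Then 40 uM arachidonic acid was added, 30 min. Hydroperoxide was read by Fe-XO absorbance ratio 573/405 nm.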
Pol eta inh: qHTS for Inhibitors of Polymerase Eta | recombinant Pol eta, fluorescent DNA replication assay | AID 588591, 2011 | 390,000 compounds, 1.2% hits | Potency, µM (doses to about 114 µM), inactives show at the top dose activity change, negative = inhibition, actives largely listed as inhibitors | DNA polymerase eta (Homo sapiens), Q9Y253; also: potency is read from the fitted curve at half-maximal effect; % is scaled to controls: 0 for no effect and ±100 for the full control effect
Target sequence (Q9Y253 whole entry, looked up): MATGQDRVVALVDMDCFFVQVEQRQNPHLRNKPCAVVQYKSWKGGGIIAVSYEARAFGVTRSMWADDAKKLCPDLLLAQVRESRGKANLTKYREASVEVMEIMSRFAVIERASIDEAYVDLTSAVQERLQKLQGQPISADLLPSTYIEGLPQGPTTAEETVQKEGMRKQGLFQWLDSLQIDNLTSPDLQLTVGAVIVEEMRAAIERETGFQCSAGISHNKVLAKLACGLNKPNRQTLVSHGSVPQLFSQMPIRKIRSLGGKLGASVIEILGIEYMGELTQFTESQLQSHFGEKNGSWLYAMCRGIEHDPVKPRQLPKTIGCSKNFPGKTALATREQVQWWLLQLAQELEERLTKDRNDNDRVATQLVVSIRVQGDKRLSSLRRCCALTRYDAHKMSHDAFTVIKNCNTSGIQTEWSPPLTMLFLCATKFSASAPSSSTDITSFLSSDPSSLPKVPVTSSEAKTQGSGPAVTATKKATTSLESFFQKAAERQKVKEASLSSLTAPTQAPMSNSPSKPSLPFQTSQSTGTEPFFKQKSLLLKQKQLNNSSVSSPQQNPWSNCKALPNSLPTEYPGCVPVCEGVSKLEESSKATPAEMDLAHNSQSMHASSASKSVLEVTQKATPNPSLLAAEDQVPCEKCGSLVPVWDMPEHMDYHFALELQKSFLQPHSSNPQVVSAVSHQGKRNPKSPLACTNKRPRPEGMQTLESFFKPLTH
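Fluorescent replication assay: 50 nM final substrate added after a 15 min room-temperature compound preincubation with 10 nM enzyme. Signal taken at 0 min and again at 10 min.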
LDHA inh: qHTS assay for inhibitors of human lactate dehydrogenase; L-lactate dehydrogenase A chain (Homo sapiens), P00338; purified LDHA, NADH/diaphorase-resazurin fluorescence; active compounds read low; activity change, % (values are at about 110 or 230 µM); 480,000 compounds, 0.15% hits; in the data active = activity change below about -30%; inconclusive = mostly about -25% to -30%;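 also: plate controls were DMSO wells for no effect and wells without enzyme for full effect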
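Human LDH5 at 2 nM final in Tris HCl pH 7.4 with 0.06 mM NADH and 0.2 mM pyruvate, reacted 5 minutes at room temperature. Remaining NADH coupled via diaphorase/resazurin; resorufin fluorescence read at 0 and 20 minutes, normalized to enzyme-free and DMSO wells.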
* marks the source's active call; other numbers are inactive results; i = inactive; ? = inconclusive; . = not tested or not shown; & = joins results of further samples; [ ] = another dose, or the depositor's remark. Unless noted, calls follow the shape of the dose curve; as a rule, active = well fitted curve in the direction sought with a large enough effect; inconclusive = small, poorly fitted or top-dose-only effect, or another doubt; inactive = no such curve, though single readings can be large; an effect the other way counts as inactive or inconclusive. Not all compounds are listed, so the mix of outcomes need not match the whole.

SMILES	RGS4 inh	ERG-DNA inh	POLB inh	Pol kappa inh	Anesthetic bind	APE1 inh	ALOX12 inh	Pol eta inh	LDHA inh
COc1cnn(-c2cc(Oc3ccc(C)cc3)ncn2)c(=O)c1Cl	-15%	-7%	-1%	0%	?	?	-4%	-15%	-1
CC1(c2ccc(C#N)cc2)NC(=O)N(CC(=O)Nc2cc(S(=O)(=O)N3CCOCC3)ccc2Cl)C1=O (stereo not given)	8%	12%	-25%	-5%	-16%	-2%	i	-20%	-4
CCSC1=N/C(=C\c2cccnc2)C(=O)N1c1ccccc1	-18%	.	10%	-7%	-19%	1%	-22%	-10%	-7
O=C(CSc1nnc(-c2ccccc2F)n1C1CC1)NCc1ccco1	4%	3%	.	-5%	.	4%	-1%	-7%	-1
CC(=O)N(Cc1c(C#N)c2ccccc2n1C)c1ccccc1	-15%	4%	2%	4%	-13%	9%	346%[activator]	-13%	-2
O=[N+]([O-])c1cc(Cl)cc(C2=NCCN2)c1	28%	6%	1%	-12%	-7%	8%	0%	-26%	8
O=C(N/N=C/C=C\c1ccccc1[N+](=O)[O-])c1cccs1	22%[11.4 µM]	?	-8%	2%[60.1 µM]	-8%	-2%	1%	7%	-1
CCCn1c(SCC(=O)NCc2ccc3c(c2)OCO3)n[nH]c1=O	-15%	1%	.	-2%	.	13%	61%[activator]	-10%	-10
Cc1ccc(OCC(=O)Nc2ccc(S(=O)(=O)N(C)C3CCN(C)CC3)cc2)c(C)c1	3%	-1%	?	1%	-11%	-4%	35µM*	-19%	-11
Cc1ccn(C(=O)c2cc3c(C)nn(-c4ccccc4)c3s2)n1	16%	7%	0%	-2%	-7%	1%	.	?	-5
CCCOC(=O)c1cc(=O)[nH]c2ccccc12	-11%	11%	13%	5%	-3%	2%	0%	-9%	-12
Cc1ccc(NS(=O)(=O)c2c(C)[nH]c(C)c2C(=O)N2CCCC2)cc1Cl	23%	4%	-6%	-10%	-5%	52%[activator]	0%	6%	0
COc1cc(NC(=O)c2nccn2C)cc(C(=O)Nc2cccc(C(F)(F)F)c2)c1	6%	-7%	?	-8%	8%	-3%	?	7%&-8%	-4&-14
COC1=C(N)C(=O)c2nc(-c3nc(C(=O)O)c(C)c(-c4ccc(OC)c(OC)c4O)c3N)ccc2C1=O	-43%	-4%	10µM*	50µM*	-7%	-10%	.	3.5µM*	10
Cc1ccc2c(c1)N(CC(=O)NCCCN1CCCCC1)C(=O)CO2	-18%	-5%	-20%	4%	7%	48%[activator]	6%	-3%	0
CCOc1ccc(NC(=O)c2ncoc2-c2ccco2)cc1	2%	4%	-5%	-6%[60.1 µM]	-10%	.	?	-23%	2&-2
COc1ccccc1NC(=O)c1ccc(-c2ccccc2[N+](=O)[O-])o1	?	-2%	-2%	-7%	?	25%	-32%	-20%	5
CC(c1ccccc1)N1CC(C(=O)N2CCN(c3ccccc3)CC2)CC1=O (stereo not given)	7%	-4%	-18%	-20%	-5%	0%	0%	-3%	-1
Cc1[nH]c2ccc(C(=O)N3CCN(c4ccccc4F)CC3)cc2c1C	-7%	-2%	-1%	-18%	-10%	.	-27%	-4%	-4
O=S(=O)(c1ccc2c(c1)OCCO2)N1CCN(S(=O)(=O)c2c(F)cc(F)cc2F)CC1	-5%	.	.	9%	.	12%	-11%	-17%	2&-2
C=CCOc1ccc(C2C(C#N)=C(N)N(N(C)C)C3=C2C(=O)CCC3)cc1 (stereo not given)	4%	4%	15%	3%	7%	17%	6%	-19%	-1
CC(OC(=O)C1=COCCO1)C(=O)NC1CCCCC1C (stereo not given)	6%	2%	.	3%	.	-14%	-4%	-12%	0
COc1ccc(NC(=O)c2ccco2)cc1NC(=O)COc1cccc(C)c1C	1%	-1%	-1%	-13%	-3%	.	-11%	-21%	0
CC(C)CCN1C(=O)c2ccccc2C1C(=O)NCc1cccnc1 (stereo not given)	5%	-6%	15%	-4%	-2%	-1%	-19%	-9%	-6
O=c1[nH]c(C2CCN(S(=O)(=O)c3ccccc3C(F)(F)F)CC2)nc2c1nnn2Cc1ccccc1	30%	8%	5%	-24%	-19%	-15%	-22%	-14%	0
O=C(NCC(=O)N1CCN(c2ccccc2O)CC1)c1ccc2ccccc2c1	10%	0%	?	-20%	-10%	2%	-16%	?	-2
O=C(NC(=S)Nc1cccc(O)c1)c1cncc(Br)c1	-24%	0%	.	-2%	.	.	?	-20%	-5
CCOC(=O)C(=O)NNc1ccccc1C	-7%	6%	-17%	2%[60.1 µM]	12%	3%	?	-15%	-2
COC(=O)C1=C(C)N(c2ccccc2)/C(=C/c2cccs2)C1=O	-15%	3%	?	-3%	-11%	-2%	7%	-19%	-3
COc1ccc(CSc2nc(C)[nH]c2[N+](=O)[O-])cc1[N+](=O)[O-]	9%	-8%	-19%	4%	-3%	-2%	-3%	1%	-12
COc1ccccc1C(=O)Nc1nnc(SCC(=O)NCc2ccco2)s1	-21%	18%	-5%	-16%	-23%	15%	.	-4%	0
Cc1cc(C(=O)NNC(=O)c2sccc2C)c(C)o1	-25%	10%	.	3%	.	38%	-10%	-20%	2
Cc1ccc(NC(=S)N2CCN(S(=O)(=O)c3ccc(C)cc3)CC2)cc1	-13%	2%	0%	-8%	-9%	13%	0%	-14%	-9
Cc1ccc(C)c(NC(=O)CN(C)C(=O)c2cccc(S(=O)(=O)N3CCCC3)c2)c1	-2%	-1%	.	0%	.	16%	-3%	-9%	1
COc1cc(C(=O)OCC(=O)Nc2cc(S(=O)(=O)N3CCOCC3)ccc2C)ccc1OCC(C)C	4%	-4%	.	-15%	.	-8%	-19%	-21%	-2
O=C(CC1C[C@H](C(=O)N2CCOCC2)[C@@]2(CCC3CCCC3)c3[nH]c4ccccc4c3CCN2C1=O)NCC12CC3CC(CC(C3)C1)C2 (stereo not given in full)	0%	?	.	0%	.	16%	-27%	-20%	0
COc1ccc(CNC(=O)CN(C(=O)c2snc(C(N)=O)c2N)c2cccc(F)c2)cc1	-7%	-8%	29%	3%	-11%	49%[activator]	-20%	-17%	4
Cc1ccc2cc(/C=N/NC(=O)CN3CCOCC3)c(Cl)nc2c1	6%	-9%	-5%	-8%	-2%	-2%	28%	-8%	-7
CCN1CCN(CCNC(=O)CCc2c(C)c3c(C)nn(-c4ccccc4)c3n(C)c2=O)CC1	6%	1%	38%	-6%	-10%	18%	.	-6%	-2
O=c1cc(CSc2ccc(Cl)cc2)nc(N2CCCCC2)[nH]1	29%	2%	37%	-9%	-18%	1%	48%[activator]	7%	-16
Cc1ccn(CC(=O)N2CCCC(N3CCN(c4ccccc4F)CC3)C2)n1 (stereo not given)	-22%[56.9 µM]	4%	27%	-5%	-10%	20%	6%	-15%	-2
CCOC(=O)[C@@H]1[C@H]2COc3cc(OC)ccc3[C@H]2N2C(=O)N(c3ccc(C)cc3)C(=O)[C@@]12C	-17%	4%	-1%	0%	-5%	28%	-12%	-10%	0
COC(=O)C1SCC2C(=O)N(Cc3ccccc3)CC(=O)N21 (stereo not given)	13%	7%	-1%	-4%	4%	-9%	?	0%	-8
Cc1ccc(CNS(=O)(=O)c2cc(C(=O)Nc3cccc(C(F)(F)F)c3)ccc2F)cc1	2%	2%	-2%	-2%[60.1 µM]	?	.	-7%	-23%	1
CCOc1ccc2ncc(S(=O)(=O)c3ccccc3)c(N3CCN(c4ccc(OC)cc4)CC3)c2c1	-3%	-7%	4%	-4%	-4%	9%	-14%	-17%	-1
C#CC1(O)CCCC2C3CCC4CC(OC(C)=O)CCC4(C)C3C(=O)CC21C (stereo not given)	12%	-11%	.	-3%	.	.	1%	-7%	3
COc1ccc(C(=O)/C=C/c2ccccc2F)c(OC(=O)c2ccc([N+](=O)[O-])cc2)c1	-27%	-5%	1%	-3%	-20%	0%	?	-21%	-4
NC(=O)CCN1CCCCC1	35%	-2%	8%	-5%	0%	-10%	-3%	-2%	-6
CCCn1c2ccccc2c2cnn(CC(=O)NCc3ccc(OC)cc3)c(=O)c21	-1%	-2%	0%	-19%[60.1 µM]	-11%	.	-11%	-17%	-4
CCOc1ccc(-c2cc3nc(C4CCN(C(=O)OC(C)(C)C)CC4)c(C(=O)Nc4cccc(Cl)c4C)cn3n2)cc1	-8%	1%	-23%	-13%	-1%	.	5%	-18%	4
O=[N+]([O-])c1ccc(N2CCN(c3cccc(Cl)c3)CC2)cn1	3%	-3%	42%	-6%	-12%	11%	-18%	-2%	-5
